# Source: PubChem
# Bim-Bcl-B – human Bim-Bcl-B interaction inhibition | hit rate 0.073% among 190,000 | Q9HD36 | bead-based flow cytometry, Bim peptide-Bcl-B binding | AID 951 | inhibition, % at 10 µM;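 further: 0% = tracer peptide without compound and 100% = reference inhibitor peptide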
# Bim-Bfl-1 – inhibitors of Bim-Bfl-1 interaction, human; AID 1008; inhibition, % at 10 µM; hit rate 0.12% among 190,000; Bead-based flow cytometry, Bim-Bfl-1 binding inhibition;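 further: 0% = wells without compound plus tracer and 100% = blocker peptide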
# ABCB1 inh – blocks JC-1 efflux by human ABCB1 transporter. P08183. CCRF-Adr cells, flow cytometry. inhibition, % at 6.6 µM. hit rate 0.067% among 190,000. AID 1326; in the data active means inhibition above about 40%;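 further: 0% = vehicle and 100% = reference inhibitor; higher value means more JC-1 retained so stronger ABCB1 efflux block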
# RGS7-Gao – modulates binding of RGS7 to human Galphao; P09471; Multiplexed bead flow cytometry; actives lie on both sides; binding response (% of control), % at 10 µM; hit rate 0.35% among 220,000; AID 1439; in the data active means binding response below about 49% or above about 150%; inconclusive means no clear call, values can overlap the other calls; inactive means in between;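 further: fluorescent Galphao held in activated GDP-AlF4 state binding bead-coupled RGS7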
# Mcl-1 Bim block – human Bim-Mcl-1 interaction inhibition; Q07820; Bead-based flow cytometry, Bim peptide-Mcl-1 binding; hit rate 0.1% among 190,000; inhibition, % at 10 µM;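 further: 0% = no compound tracer wells and 100% = peptide blocker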
# Bim-Bcl-XL – disrupts Bim peptide binding to human Bcl-XL; Q07817; hit rate 0.04% among 190,000; inhibition, % at 10 µM; bead flow cytometry, fluorescence; AID 1007
# Bcl-2 Bim block – inhibitors of Bim-Bcl-2 interaction, human. P10415. Bead-based flow cytometry, Bim peptide-Bcl-2 binding. inhibition, % at 10 µM. hit rate 0.06% among 190,000; in the data active means inhibition above about 40%; inconclusive means no clear call, values can overlap the other calls;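 further: 0% = no compound wells with probe peptide and 100% = reference peptide inhibitor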
# Target sequence (P10415 whole entry, looked up): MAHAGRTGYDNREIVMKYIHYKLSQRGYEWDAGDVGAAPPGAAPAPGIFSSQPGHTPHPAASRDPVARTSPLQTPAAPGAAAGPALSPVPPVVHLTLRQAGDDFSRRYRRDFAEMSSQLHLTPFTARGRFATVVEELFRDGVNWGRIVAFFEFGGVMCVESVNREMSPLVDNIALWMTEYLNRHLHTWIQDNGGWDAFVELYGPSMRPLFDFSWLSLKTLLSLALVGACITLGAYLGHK
# Bcl-W Bim block – disrupts Bim peptide binding to human Bcl-W; Q92843; bead-based flow cytometry; AID 952; hit rate 0.02% among 190,000; inhibition, % at 10 µM;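 further: 0% = bound tracer without compound and 100% = peptide blocker; higher means less fluorescent Bim peptide bound to Bcl-W beads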
# RGS8-Gao – modulates binding of RGS8 to human Galphao. multiplexed bead flow cytometry; actives lie on both sides. response (percent of control binding), % at 10 µM. P09471. hit rate 0.34% among 220,000; in the data active means response below about 60% or above about 140%; inactive means in between;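 further: Galphao activated as the GDP aluminium fluoride complex binding bead-coupled RGS8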
# ABCG2 block – human ABCG2 inhibition, ABCB1 as counter-screen. Q9UNQ0. IgMXP3 cells, JC-1 efflux, flow cytometry. inhibition, % at 6.6 µM. hit rate 0.1% among 190,000;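 active means inhibition above 80%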;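 further: 0% = DMSO and 100% = nicardipine control wells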
# Target sequence (Q9UNQ0 whole entry, looked up): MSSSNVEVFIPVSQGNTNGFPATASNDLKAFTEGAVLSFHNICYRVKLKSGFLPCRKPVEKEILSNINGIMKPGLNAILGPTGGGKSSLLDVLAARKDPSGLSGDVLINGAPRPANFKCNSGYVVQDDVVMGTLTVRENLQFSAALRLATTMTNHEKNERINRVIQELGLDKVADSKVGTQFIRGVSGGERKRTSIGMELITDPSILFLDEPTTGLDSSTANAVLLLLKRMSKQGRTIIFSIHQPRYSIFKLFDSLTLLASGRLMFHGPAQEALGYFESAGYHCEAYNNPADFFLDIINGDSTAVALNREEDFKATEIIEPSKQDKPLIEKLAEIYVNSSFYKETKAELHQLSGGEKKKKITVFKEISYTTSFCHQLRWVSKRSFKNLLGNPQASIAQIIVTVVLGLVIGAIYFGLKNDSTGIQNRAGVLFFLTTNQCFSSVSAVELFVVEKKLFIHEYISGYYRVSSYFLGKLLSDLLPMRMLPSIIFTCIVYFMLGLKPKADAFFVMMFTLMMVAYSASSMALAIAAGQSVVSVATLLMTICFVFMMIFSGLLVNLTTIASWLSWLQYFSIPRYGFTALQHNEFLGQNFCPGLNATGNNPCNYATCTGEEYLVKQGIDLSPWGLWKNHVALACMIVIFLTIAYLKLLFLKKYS
#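 Times: 10 min at 25 °C | Test system: Two drug-resistant human cell lines, ABCG2 and ABCB1 | Quantity: 3 million cells/mL final, two lines in 1:1 ratio | Signal: Flow cytometry, 530 nm JC-1 signal | Dosing: Compound at 6.6 µM | Controls: Nicardipine and DMSO wells | Reagent: JC-1 as fluorescent efflux pump substrate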
# RGS4-Gao reg – modulates binding of RGS4 to human Galphao | hit rate 0.33% among 220,000 | binding response (% of control), % at 10 µM | P09471 | AID 1415 | Multiplexed bead flow cytometry; actives lie on both sides; in the data active means binding response below about 49% or above about 150%; inactive means in between;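 further: fluorescent Galphao activated with aluminum fluoride binding bead-coupled RGS4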
# The depositor's hits bear a star; ? = inconclusive. Unless noted, no stated cut-off is given here; in the data, active means inhibition above about 40%. Rows were taken by chance; overall some 0.94% were active at least once.
SMILES,Bim-Bcl-B,Bim-Bfl-1,ABCB1 inh,RGS7-Gao,Mcl-1 Bim block,Bim-Bcl-XL,Bcl-2 Bim block,Bcl-W Bim block,RGS8-Gao,ABCG2 block,RGS4-Gao reg
Cc1ccc(-n2ncc3c(NCCCOC(C)C)ncnc32)c(C)c1,-2,-5,0.5,103,-1,-2,-4,-3,101,1,99
COc1ccc(CNC(=O)C2CCCN2S(=O)(=O)c2ccc(C)cc2)cc1 (stereo not drawn),-9,-5,3.7,99,-5,-6,-4,-6,101,-2,98
CCc1nc(SCC(=O)OC(C)C)c2ccccc2n1,-7,-5,0.4,104,0,-3,-5,-1,99,2,100
COC(=O)c1ccccc1-c1ccc(/C=C2\C(=O)N(c3ccccc3)N=C2c2ccccc2)o1,5,-7,-0.4,96,1,-2,3,5,97,-1,95
O=S(=O)(/N=C(/Nc1ccccn1)c1ccccc1)c1ccccc1,-9,-9,0.3,100,3,0,-5,0,101,3,107
O=C(CC1S/C(=N/N=C/C=C/c2ccccc2)NC1=O)Nc1ccc(Cl)c(Cl)c1 (stereo not drawn),8,19,-0.6,100,17,21,14,14,94,-2,99
CCOC(=O)c1sc(NC(=O)CSc2nc(O)c(Cc3ccccc3)c(=O)[nH]2)nc1C,-3,-1,-0.2,100,0,0,0,-2,100,1,100
CC(NC(=O)C(c1ccccc1)c1ccccc1)C(=O)N1CCCCC1 (stereo not drawn),-3,1,0.7,95,0,2,3,4,100,3,96
COc1ccccc1CNC(=O)C1CCCN(S(C)(=O)=O)C1 (stereo not drawn),0,-1,0.3,104,-2,-2,1,0,101,0,105
Fc1ccc(-c2nc3nc4ccccc4nc3n2Cc2ccco2)cc1,-1,6,0.8,103,1,1,2,1,98,10,101
Cc1ccc(CNC(=O)C2CC(c3ccc([N+](=O)[O-])cc3)=NO2)cc1 (stereo not drawn),0,-7,0.4,93,-1,-4,-2,3,93,1,88
Cc1sc2ncnc(SCC(=O)c3ccc4c(c3)OCCO4)c2c1-c1ccccc1,-5,0,1.6,105,-3,-8,-5,-4,105,13,100
COc1ccc2c(c1)CC[C@@H]1[C@@H]2CC[C@]2(C)C(=O)CC[C@@H]12,-3,0,0.4,100,-1,-2,1,-3,99,5,101
O=C1CCCC(O)=C1N=Nc1ccc2c(c1)OCO2,-8,-11,0.7,96,-4,-3,-6,0,99,11,102
CCOc1ccc(CCNC(=O)c2ccc(CNS(=O)(=O)c3ccccc3)cc2)cc1OCC,0,-1,0.6,101,0,-5,0,0,105,9,104
Cc1ccc(-c2noc(COc3ccc4c(c3)OCO4)n2)cc1,-4,-2,-0.1,99,0,-4,0,-1,98,1,95
CN(C)S(=O)(=O)N(CC(=O)N1CCN(c2ccccc2F)CC1)c1ccccc1,0,-4,0.7,100,0,-1,-4,0,99,-1,101
Cc1cccc(C)c1NC(=O)CSc1nnc(-c2ccoc2C)n1CCc1ccccc1,-3,-3,1.1,100,2,-5,-3,-1,99,3,96
Cc1ccc2cc(CCNC(=O)c3cccs3)c(=O)[nH]c2c1,-6,0,-0.2,99,-2,-9,0,-7,95,9,89
Cc1csc(C(C#N)C(=O)c2cc3ccccc3o2)n1 (stereo not drawn),1,-11,-0.1,95,0,8,-18,19,100,0,102
COc1ccc(OC)c(NC(=O)Nc2ccc(Cl)cc2)c1,-6,-10,0.1,97,4,2,-9,4,103,4,102
COC(=O)C1=C(C)n2nnnc2NC1c1ccc(Cl)cc1 (stereo not drawn),-7,-10,0.3,105,4,-15,-3,4,102,1,103
CC(=O)C1=C(C)NC(=O)CC1c1ccccc1Cl (stereo not drawn),-4,-7,1.3,102,-1,-2,-3,1,102,5,102
C1COCCNCCOCCOCCOCCN1,-6,-1,0.4,102,-3,-5,0,-4,102,4,104

# Profiles, quoted from the list. Values in the order: Bim-Bcl-B, Bim-Bfl-1, ABCB1 inh, RGS7-Gao, Mcl-1 Bim block, Bim-Bcl-XL, Bcl-2 Bim block, Bcl-W Bim block, RGS8-Gao, ABCG2 block, RGS4-Gao reg
# Listed for COc1ccc2c(c1)CC[C@@H]1[C@@H]2CC[C@]2(C)C(=O)CC[C@@H]12 = -3, 0, 0.4, 100, -1, -2, 1, -3, 99, 5, 101
# Listed for C1COCCNCCOCCOCCOCCN1 = -6, -1, 0.4, 102, -3, -5, 0, -4, 102, 4, 104
# Listed for CCOc1ccc(CCNC(=O)c2ccc(CNS(=O)(=O)c3ccccc3)cc2)cc1OCC = 0, -1, 0.6, 101, 0, -5, 0, 0, 105, 9, 104
# Listed for Cc1csc(C(C#N)C(=O)c2cc3ccccc3o2)n1 (stereo not drawn) = 1, -11, -0.1, 95, 0, 8, -18, 19, 100, 0, 102
# Listed for Cc1ccc2cc(CCNC(=O)c3cccs3)c(=O)[nH]c2c1 = -6, 0, -0.2, 99, -2, -9, 0, -7, 95, 9, 89

# Following part
SMILES,Bim-Bcl-B,Bim-Bfl-1,ABCB1 inh,RGS7-Gao,Mcl-1 Bim block,Bim-Bcl-XL,Bcl-2 Bim block,Bcl-W Bim block,RGS8-Gao,ABCG2 block,RGS4-Gao reg
O=C(Nc1nnc(-c2ccccc2)o1)Nc1ccc(F)cc1F,0,-1,0.9,93,0,0,3,0,95,8,94
CCOC(=O)c1c(NC(=O)C(F)(OC)C(F)(F)F)sc2c1CCN(C)C2 (stereo not drawn),-3,-1,0.5,103,-2,-3,-7,-3,101,4,104
COc1ccc2oc(C)c(NC(C)=O)c2c1,-1,1,0.7,103,2,1,0,0,99,2,101
Cc1nc2c3ccccc3n(Cc3ccccc3F)c2s1,-12,-13,2.0,108,-4,-7,-8,-4,102,45,104
CC(=Nc1ccccc1)C1=C(O)CSC1=O,4,0,-0.8,57,-1,0,2,-2,83,-3,80
CN(CC(CC(=O)Nc1nncs1)c1ccccc1)S(=O)(=O)c1ccccc1 (stereo not drawn),-6,-6,0.6,100,1,0,-2,1,101,4,100
Cc1ccc(C2/C(=C(\O)c3cnn(-c4ccccc4)c3C)C(=O)C(=O)N2CCN(C)C)o1 (stereo not drawn),-4,-4,0.0,113,-1,-4,0,-3,99,1,102
COc1ccc(CN2CCN(Cc3cccc(OC)c3)C(CCO)C2)cc1 (stereo not drawn),-7,-6,0.3,99,-2,-2,-5,-1,101,10,100
COC(=O)C1=C(C)N(c2cccc(C)c2)C(=O)/C1=C\c1cccs1,-4,-6,1.4,90,-4,-18,-7,-3,90,6,97
CSCCC(NS(=O)(=O)c1ccc(Cl)c(Cl)c1)C(=O)O (stereo not drawn),-5,-7,0.7,?,0,-2,0,-1,101,2,101
O=[N+]([O-])c1ccc(N2CCN(S(=O)(=O)Cc3ccccc3)CC2)cc1N1CCOCC1,-7,-9,7.3,100,-1,-12,-5,0,100,7,98
O=C(c1cccc(S(=O)(=O)N2CCOCC2)c1)N1CCN(Cc2ccc3c(c2)OCO3)CC1,-2,-7,2.4,101,-2,-1,-1,1,102,8,104

# Grouped by structure, the entries above with a nitro group on carbon
SMILES,Bim-Bcl-B,Bim-Bfl-1,ABCB1 inh,RGS7-Gao,Mcl-1 Bim block,Bim-Bcl-XL,Bcl-2 Bim block,Bcl-W Bim block,RGS8-Gao,ABCG2 block,RGS4-Gao reg
Cc1ccc(CNC(=O)C2CC(c3ccc([N+](=O)[O-])cc3)=NO2)cc1 (stereo not drawn),0,-7,0.4,93,-1,-4,-2,3,93,1,88
O=[N+]([O-])c1ccc(N2CCN(S(=O)(=O)Cc3ccccc3)CC2)cc1N1CCOCC1,-7,-9,7.3,100,-1,-12,-5,0,100,7,98

# Following part:
SMILES,Bim-Bcl-B,Bim-Bfl-1,ABCB1 inh,RGS7-Gao,Mcl-1 Bim block,Bim-Bcl-XL,Bcl-2 Bim block,Bcl-W Bim block,RGS8-Gao,ABCG2 block,RGS4-Gao reg
COCCCNS(=O)(=O)c1ccc(Oc2ncc(C(F)(F)F)cc2Cl)cc1,-10,-8,0.4,103,-5,-4,-7,3,103,1,106
C#CCNC(=O)C1=C[C@@H](c2coc3ccccc3c2=O)[C@H](CCCO)[C@@H](OCC)O1,-6,-5,0.4,101,-2,-1,-4,0,102,1,101
Cn1c(C(=O)N2CCC(C(=O)N3CCOCC3)CC2)cc2sccc21,-7,-10,0.5,100,2,-2,-3,-1,108,1,102
CCn1c(CCCCc2n[nH]c(=S)n2CC)n[nH]c1=S,-15,-2,1.1,?,-1,-3,0,0,101,7,100
O=C(Nc1ccc2c(c1)OCCO2)c1ccccc1F,3,2,0.7,101,1,0,0,0,100,6,96
CCOC(=O)N1CCN(S(=O)(=O)c2ccc(OCC)c(C)c2)CC1,0,-2,0.3,98,-3,0,-2,0,101,1,100
N#Cc1cccc(NC(=O)NCCc2c[nH]c3ccccc23)c1,-5,-2,0.5,108,-2,-4,-2,0,110,24,108
CC(=O)/C=C(\C)Nc1ccc(-c2cnc(-c3ccccc3)o2)cc1,-2,1,0.2,95,0,-1,-1,1,99,2,98
CC(NC(=O)c1ccc(N2CCNCC2)c([N+](=O)[O-])c1)C12CC3CC(CC(C3)C1)C2 (stereo not drawn),-3,-5,1.6,?,-2,-2,0,2,100,13,99
O=C(c1ccc(Cl)cc1)N1C2C=CC(C2)C1(C(F)(F)F)C(F)(F)F (stereo not drawn),-2,1,-0.2,99,0,0,2,1,97,1,101
CC/C(Cc1ccccc1)=N/NC(=O)c1cccc(Br)c1,-4,-3,-1.3,105,-2,-7,3,0,103,13,101
COCCCN1C(=O)C(O)=C(C(C)=O)C1c1cccc(F)c1 (stereo not drawn),2,1,0.0,98,5,-1,-1,1,100,0,100
COC(=O)c1ccccc1NS(=O)(=O)c1ccc(F)cc1,-8,-11,0.9,101,-4,-2,-3,-3,100,7,99
Cc1cc2c(c(SCC(=O)NCCc3ccccc3)n1)C(=O)OC2,-3,-11,0.2,100,0,-2,-2,2,101,2,102
COc1ccc2cc(-c3[nH]ncc3CNCCn3nc(C)cc3C)ccc2c1,-1,-7,2.5,92,-1,-5,-2,0,96,10,96

# Results in Bim-Bcl-XL, for some of the entries so far:
SMILES	Bim-Bcl-XL
C#CCNC(=O)C1=C[C@@H](c2coc3ccccc3c2=O)[C@H](CCCO)[C@@H](OCC)O1	-1
Cn1c(C(=O)N2CCC(C(=O)N3CCOCC3)CC2)cc2sccc21	-2
CCn1c(CCCCc2n[nH]c(=S)n2CC)n[nH]c1=S	-3
O=C(Nc1ccc2c(c1)OCCO2)c1ccccc1F	0
CCOC(=O)N1CCN(S(=O)(=O)c2ccc(OCC)c(C)c2)CC1	0
